Fam108B counter – blocks mouse Fam108B hydrolase in RBBP9 counter-screen; recombinant Fam108B, FP-Rh probe fluorescence polarization; inhibition, % at 9.51 µM; 300,000 tested, 0.33% active; AID 1947;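 active means inhibition above the screen mean inhibition plus 3 SD, computed separately per campaign, cut at about 18% in these data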;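 further: inhibitors lower polarization as less probe binds the enzyme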
Efflux pump mplx – inhibitors of Candida antifungal efflux pumps expressed in yeast; S. cerevisiae Candida pump triplex, Nile Red efflux; inhibition, % at 10 µM; 330,000 tested, 0.44% active; AID 485275;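 active means plate passing quality check with inhibition over a set limit, or well fluorescence over plate mean plus 4 SD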;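 further: Nile Red retained in pooled yeast measured as flow cytometry median fluorescence; 0% = buffer negative control and 100% = Enniatin B positive control; higher means more Nile Red kept so more efflux inhibition; some compounds called inactive have numbers as strong as hits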
GLD-1 RNA inh – GLD-1-TGE RNA interaction inhibition (C. elegans); purified GLD-1 + fluorescein TGE RNA, fluorescence polarization; 320,000 tested, 0.44% active; AID 2280; Q17339; inhibition, % at 5.96 µM;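 active means percent inhibition above a per-plate cutoff, the plate mean of test compounds plus 3 SD, cut at about 30% in these data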;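 further: 0% = DMSO wells with GLD-1 and probe and 100% = wells lacking GLD-1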
MEX-5 binding – C. elegans MEX-5 TCR-2 RNA binding activity; activity score (negative = inhibition of binding), % at 10 µM; 300,000 tested, 0.38% active; Q9XUB2; MEX-5/FITC-TCR2 RNA binding, fluorescence polarization; stronger effect = lower value;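 active means inhibition past about -25% in most replicates, and total fluorescence under double the plate's negative control median, limit read from the data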;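 further: 0% = DMSO and -100% = 5 µM competing unlabeled TCR2 RNA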
Target sequence (Q9XUB2 whole entry, looked up): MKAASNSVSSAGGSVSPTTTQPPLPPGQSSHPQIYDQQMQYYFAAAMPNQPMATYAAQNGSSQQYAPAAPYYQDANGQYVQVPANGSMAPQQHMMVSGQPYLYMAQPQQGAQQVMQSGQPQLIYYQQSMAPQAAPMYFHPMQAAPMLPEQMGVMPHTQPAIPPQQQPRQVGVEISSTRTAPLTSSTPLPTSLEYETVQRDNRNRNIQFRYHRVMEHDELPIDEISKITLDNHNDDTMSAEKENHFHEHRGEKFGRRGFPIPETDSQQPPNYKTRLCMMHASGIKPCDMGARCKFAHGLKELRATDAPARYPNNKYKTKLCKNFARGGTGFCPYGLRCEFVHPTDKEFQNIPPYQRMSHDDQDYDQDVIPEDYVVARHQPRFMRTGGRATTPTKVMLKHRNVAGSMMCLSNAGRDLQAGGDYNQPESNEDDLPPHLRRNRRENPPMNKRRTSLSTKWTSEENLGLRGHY
EBNA-1 inh – blocks EBNA-1 binding to DNA | EBNA-1 DNA binding, fluorescence polarization | inhibition, % at 14.8 µM | 300,000 tested, 0.34% active; in the data active means inhibition above about 28%
CR mimetic SO – lowers age-related superoxide in aged yeast cells | S. cerevisiae aged cells, superoxide DHE fluorescence; stronger effect = lower value | superoxide response (% of plate mean), % at 10 µM | 330,000 tested, 0.18% active;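 active means superoxide response under a set limit, about three screen SD below normal, cut at about 65% in these data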;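 further: yeast aged for seven days with compound at 30 °C before DHE staining; 100% = average MFI of all compound-treated wells on the plate with controls excluded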
ZTA DNA inh – counter-screen for EBNA-1 inhibitors: inhibitors of Epstein-Barr virus ZTA. 320,000 tested, 0.15% active. ZTA-DNA binding, fluorescence polarization. P03206. inhibition, % at 11 µM; in the data active means inhibition above about 33%
Bcl-xL primary – Bcl-xL (human) inhibition; inhibition, % at 10.9 µM; GST-Bcl-xL / FITC-Bim BH3 peptide fluorescence polarization; 320,000 tested, 0.7% active; Q07817;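 active means inhibition above the mean of all tested compounds plus 3 SD, cutoff set per campaign, cut at about 30% in these data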;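 further: 0% = DMSO wells and 100% = unlabeled Bim-BH3 peptide competitor; inhibitors lower millipolarization by displacing the labeled peptide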
Target sequence (Q07817 whole entry, looked up): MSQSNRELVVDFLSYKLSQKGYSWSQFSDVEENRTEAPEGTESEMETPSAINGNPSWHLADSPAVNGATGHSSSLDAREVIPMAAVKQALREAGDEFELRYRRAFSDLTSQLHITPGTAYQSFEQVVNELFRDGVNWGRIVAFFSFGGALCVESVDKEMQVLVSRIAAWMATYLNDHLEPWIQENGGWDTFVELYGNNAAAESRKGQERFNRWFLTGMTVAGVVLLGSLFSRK
MCL1-BIM inh – MCL1-BIM-BH3 interaction inhibition (human); Q07820; GST-MCL1 / FITC-Bim-BH3 fluorescence polarization; inhibition, % at 10.9 µM; 320,000 tested, 0.68% active;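 active means inhibition above the mean inhibition of all tested compounds plus 3 SD, set per campaign, cut at about 40% in these data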;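 further: 0% = DMSO wells and 100% = unlabeled Bim-BH3 peptide control; higher means more loss of mP so more displacement of Bim peptide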
Target sequence (Q07820 whole entry, looked up): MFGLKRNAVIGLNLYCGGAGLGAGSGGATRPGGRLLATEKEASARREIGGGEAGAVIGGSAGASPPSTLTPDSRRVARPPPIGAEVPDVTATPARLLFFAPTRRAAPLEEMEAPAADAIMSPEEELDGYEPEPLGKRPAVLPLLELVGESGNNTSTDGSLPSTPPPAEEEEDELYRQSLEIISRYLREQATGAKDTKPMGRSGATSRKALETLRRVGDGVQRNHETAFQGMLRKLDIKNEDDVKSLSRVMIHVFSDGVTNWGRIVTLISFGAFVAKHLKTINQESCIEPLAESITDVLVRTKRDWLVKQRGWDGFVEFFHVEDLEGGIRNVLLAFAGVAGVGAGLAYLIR
Active calls of the source: *; . = not tested or not shown. Rows were taken by chance, and some 2.3% of all compounds hit somewhere here.

Labels used below – A = Fam108B counter; B = Efflux pump mplx; C = GLD-1 RNA inh; D = MEX-5 binding; E = EBNA-1 inh; F = CR mimetic SO; G = ZTA DNA inh; H = Bcl-xL primary; I = MCL1-BIM inh
O=C(O)CCN1CC2([N+](=O)[O-])C=CC(=O)C([N+](=O)[O-])(C1)C2CC(=O)c1ccccc1 (centres undefined)
  A: 10.1 | B: 0.0 | C: 9.3 | D: -12.3 | E: 1.3 | F: 123.4 | G: 17.5 | H: 17.0 | I: 33.6
COCCN(C(=O)c1ccco1)c1nnc(-c2ccc(OC)cc2)s1
  A: 5.2 | B: -0.1 | C: -0.7 | D: -0.6 | E: 4.7 | F: 103.9 | G: 0.8 | H: 5.2 | I: 3.1
CN1CCN(c2ccc([N+](=O)[O-])cc2NC(=O)c2ccco2)CC1
  A: 1.7 | B: 0.1 | C: 5.4 | D: -2.0 | E: 6.3 | F: 124.4 | G: -7.0 | H: 5.1 | I: 2.5
CCOP(=O)(c1ccccc1Cl)C1(O)CCCCC1 (centres undefined)
  A: -2.3 | B: 0.1 | C: -3.3 | D: 2.5 | E: -21.6 | F: 102.0 | G: -1.5 | H: 3.3 | I: 4.0
CSCCC(NC(=O)c1ccco1)C(=O)N(C)CC(=O)Nc1c(Cl)cccc1Cl (centres undefined)
  A: -0.4 | B: 0.0 | C: 7.5 | D: 3.6 | E: 3.5 | F: 112.7 | G: 4.5 | H: 4.9 | I: 6.7
CN(C)N1C(N)=C(C#N)C(c2ccccc2)C2=C1CCCC2=O (centres undefined)
  A: -3.2 | B: 0.0 | C: -5.5 | D: 1.0 | E: -13.1 | F: 94.1 | G: -3.9 | H: 4.2 | I: -1.3
CC1=CCC2C(=O)N(c3ccc(C(=O)N4CCCCCC4)cc3)C(=O)C2C1 (centres undefined)
  A: -6.1 | B: 0.0 | C: 2.1 | D: 0.2 | E: -3.7 | F: 109.6 | G: -4.7 | H: 4.6 | I: 4.7
CC(=O)N1CCc2cc(S(=O)(=O)NCc3ccc(C)cc3)ccc21
  A: -0.9 | B: -0.1 | C: 8.0 | D: . | E: 1.8 | F: 105.6 | G: -7.7 | H: 2.3 | I: 3.1
COc1ccc2cc(C(=O)C3CCCN(C(=O)c4cc5nc(C)cc(C)n5n4)C3)ccc2c1 (centres undefined)
  A: 8.3 | B: -0.1 | C: -3.0 | D: -0.5 | E: 7.3 | F: 108.9 | G: 2.4 | H: 3.3 | I: -3.2
COc1ccc(CCNC(=O)CS(=O)(=O)c2cn(CC(=O)N3CCOCC3)c3ccccc23)cc1OC
  A: -1.3 | B: 0.0 | C: -0.6 | D: -1.8 | E: -3.3 | F: 82.5 | G: -26.8 | H: 6.7 | I: 6.2
COC(=O)c1sc(-c2ccc(C(C)(C)C)cc2)cc1NC(=O)/C=C/C(=O)O
  A: -10.4 | B: -0.4 | C: -0.3 | D: -0.2 | E: 9.3 | F: 119.2 | G: -1.7 | H: 13.9 | I: 2.0
Cc1c(NS(=O)(=O)c2ccc3c(c2)OCCO3)cccc1-c1nc2cccnc2s1
  A: -3.2 | B: -0.1 | C: -0.7 | D: -8.6 | E: -11.6 | F: 70.2 | G: -3.3 | H: -1.7 | I: -5.6
Cn1c(=O)c(-c2cc(Br)ccc2N)nc2ccccc21
  A: -4.2 | B: 0.3 | C: -1.1 | D: 0.1 | E: -1.5 | F: 109.2 | G: -16.9 | H: 2.9 | I: -5.0
Cc1ccc(OCC(=O)N(Cc2ccco2)c2c(N)n(Cc3ccccc3)c(=O)[nH]c2=O)cc1C
  A: . | B: 0.0 | C: 4.0 | D: . | E: . | F: 117.8 | G: 9.1 | H: 0.3 | I: -0.7
O=C(NCCc1cn2ccccc2n1)c1ccccc1F
  A: 3.3 | B: -0.1 | C: 9.2 | D: -3.6 | E: -11.0 | F: 95.5 | G: -23.8 | H: 4.8 | I: 6.3
COc1ccc(NC(=O)CN(C)Cc2cccs2)cc1Cl
  A: -1.2 | B: -0.2 | C: -0.1 | D: 0.1 | E: 5.3 | F: 111.7 | G: 6.5 | H: 9.6 | I: 8.7
O=C(NCCOC(=O)c1ccncc1)c1ccccc1
  A: -3.1 | B: 0.3 | C: -2.7 | D: -2.0 | E: 0.7 | F: 106.6 | G: 18.6 | H: -0.9 | I: 1.2
CCc1nc(SCC(=O)N2CCOCC2)c2c(=O)n(C)c(=O)n(C)c2n1
  A: -1.3 | B: -0.1 | C: 1.7 | D: 0.3 | E: 12.1 | F: 96.0 | G: -3.5 | H: 3.2 | I: 9.8
COc1ccc(CC(=O)N2CCN(c3cccc(Cl)c3)CC2)cc1OC
  A: 2.0 | B: -0.1 | C: 1.5 | D: -0.2 | E: -7.1 | F: 92.7 | G: -10.0 | H: 4.0 | I: 3.6
CC(C(=O)O)C1SC(=O)NC1=O (centres undefined)
  A: -12.1 | B: -0.1 | C: 3.0 | D: -0.2 | E: -4.0 | F: 110.5 | G: -12.7 | H: -0.1 | I: -4.3
Cc1ccc(OCCNC(=O)c2cncc(Br)c2)cc1C
  A: 0.6 | B: 0.0 | C: 7.0 | D: -0.6 | E: -14.1 | F: 103.8 | G: 2.0 | H: 4.8 | I: 4.5
CC(=O)[C@H]1[C@@H]2C(=O)N(c3cccc(Cl)c3)C(=O)[C@@H]2[C@H]2c3ccccc3C=CN21
  A: 6.5 | B: -0.1 | C: 34.5* | D: -18.3 | E: -10.4 | F: 113.6 | G: 0.1 | H: 61.1* | I: 51.3*
O=C1c2ccccc2C(O)N1c1ccc(Cl)cc1 (centres undefined)
  A: -2.4 | B: 0.1 | C: -0.8 | D: -0.2 | E: 4.6 | F: 86.3 | G: 10.8 | H: 0.0 | I: 6.2
COCCOC(=O)C1=C(C)Nc2nc(C)nn2C1c1ccccc1 (centres undefined)
  A: 2.2 | B: 0.1 | C: -3.3 | D: 1.9 | E: 2.2 | F: 82.4 | G: 5.9 | H: -3.4 | I: -1.5
CS/C(=C\[N+](=O)[O-])Nc1ccc(OC(F)(F)F)cc1
  A: 5.3 | B: 0.0 | C: 5.8 | D: 1.7 | E: 14.4 | F: 73.9 | G: 5.0 | H: 6.2 | I: 15.9

Following part.
Below each SMILES – Fam108B counter, Efflux pump mplx, GLD-1 RNA inh, MEX-5 binding, EBNA-1 inh, CR mimetic SO, ZTA DNA inh, Bcl-xL primary, MCL1-BIM inh
> C=CC1C(N2CCOCC2)C(C)(C)S1(=O)=O (centres undefined)
→ -1.0, -0.2, -1.2, -0.7, 2.2, 92.5, -11.6, 5.5, 7.1
> Cc1ccccc1OCCOc1ccc([N+](=O)[O-])cc1/C=N/n1cnnc1
→ -2.6, -0.1, 3.4, -3.1, -13.3, 101.2, -9.2, -1.3, -6.4
> N#CC1=C(N)N(c2ccc(Br)cc2)C2=C(C(=O)CCC2)C1c1cccnc1 (centres undefined)
→ 2.9, 0.0, 2.0, 1.2, 10.9, 99.3, 0.9, 9.5, 12.4
> O[C@@H](CNC[C@H](O)c1ccccc1)c1ccccc1
→ 1.4, 0.0, -0.7, 1.5, -16.3, 92.4, -9.8, 4.7, 8.1
> Cc1nn(-c2ccccc2)c(C)c1/C=N/NC(=O)c1cc(C2CC2)[nH]n1
→ -3.6, 0.1, 1.9, 0.6, 9.3, 116.1, 15.8, 3.8, 7.2
> O=C(Cc1ccccc1C(=O)O)Nc1cccc2ccccc12
→ 4.0, 0.1, -8.7, -3.2, 5.1, 101.7, -1.4, 7.9, 0.4
> CCOC(=O)c1sc(NC(=S)NC(=O)c2ccccc2)c(C(=O)OCC)c1C
→ -4.0, 0.2, 3.9, -5.7, 3.2, 94.8, 4.3, -0.2, 0.8
> COc1ccc(NC2CCCN(C(=O)c3cc(C)nc4cc(F)ccc34)C2)cc1 (centres undefined)
→ -2.7, 0.2, -1.7, 2.7, -12.3, 105.5, -4.5, 7.4, -2.3
> CCOc1ccc(C(=O)Nc2ccc(NC(=S)NC(=O)CC)cc2)cc1Cl
→ -9.4, 0.1, 2.1, 2.2, 20.9, 97.2, 9.5, 3.9, 2.2
> Cc1n[nH]c(C)c1S(=O)(=O)N1CCCC(C(=O)NCc2ccccc2Cl)C1 (centres undefined)
→ -2.7, -0.2, -1.4, 0.6, 2.8, 109.7, 6.5, 1.3, 4.5
> Nc1nonc1-c1nc2ccccc2n1CC(=O)NC1CCCC1
→ -0.1, -0.1, -0.2, -2.8, 6.1, 112.5, 2.4, 2.8, 2.8
> Cc1cc(C(=O)NNC(=O)/C=C/c2ccc(F)cc2)c(C)o1
→ 1.1, -1.8, -1.1, 3.0, 4.2, 91.7, 4.0, 5.4, 2.4
> CN(C(=O)c1ccccc1)c1nc2ccccc2s1
→ 2.4, -0.1, 2.0, 1.0, -4.5, 90.1, -0.9, 3.7, 5.0
> Cc1cc(C(=O)CSc2nnnn2C)c(C)n1CCc1ccc(Cl)cc1
→ -0.8, 0.1, 6.3, 0.7, 3.9, 93.1, 5.4, 0.5, -2.4
> Oc1[nH]c2ccccc2c1N=Nc1nncc2ccccc12
→ 9.6, 0.0, -5.0, -0.6, 3.7, 99.3, 13.3, 11.0, 10.5
> CCCCN(C(=O)c1cc(S(=O)(=O)N2CCOCC2)ccc1Cl)c1c(N)n(CC(C)C)c(=O)[nH]c1=O
→ -2.3, -0.1, 6.7, -1.2, -7.5, 99.6, -10.5, 4.3, 3.3
> COc1ccc(/C=N/NC(=S)Nc2ccccc2[N+](=O)[O-])cc1O
→ 15.7, -0.3, 9.2, 1.8, -2.2, 88.3, -3.8, 7.9, 6.4
> COc1cc(NS(=O)(=O)c2ccc(N/C=C(\C#N)c3nc4ccccc4o3)cc2)nc(OC)n1
→ 0.6, 0.0, 4.8, -7.9, -1.8, 95.9, -14.7, 7.8, 2.1
> COc1ccc(/C=C/C(=O)NC(=S)Nc2ccc(C(=O)O)cc2)cc1
→ -2.5, 0.1, 6.0, 0.0, 0.2, 123.7, -0.9, 7.2, 4.8
> O=S(=O)(O)c1ccc(N=Nc2ccccc2)cc1
→ -2.6, 0.1, 2.2, -2.9, -0.8, 109.8, -5.6, 7.3, 10.6
> COc1cccc(/C=C2/NC(=O)N(CC(=O)Nc3ccc(C)cc3)C2=O)c1OCc1cccc(C(=O)O)c1
→ -0.9, -0.2, 0.9, -0.4, 8.9, 99.2, 5.0, -0.6, -3.9

For convenience, part of the list above.
Below each SMILES – Fam108B counter, Efflux pump mplx, GLD-1 RNA inh, MEX-5 binding, EBNA-1 inh, CR mimetic SO, ZTA DNA inh, Bcl-xL primary, MCL1-BIM inh
> Oc1[nH]c2ccccc2c1N=Nc1nncc2ccccc12
→ 9.6, 0.0, -5.0, -0.6, 3.7, 99.3, 13.3, 11.0, 10.5
> CCCCN(C(=O)c1cc(S(=O)(=O)N2CCOCC2)ccc1Cl)c1c(N)n(CC(C)C)c(=O)[nH]c1=O
→ -2.3, -0.1, 6.7, -1.2, -7.5, 99.6, -10.5, 4.3, 3.3
> COc1ccc(/C=N/NC(=S)Nc2ccccc2[N+](=O)[O-])cc1O
→ 15.7, -0.3, 9.2, 1.8, -2.2, 88.3, -3.8, 7.9, 6.4
> COc1cc(NS(=O)(=O)c2ccc(N/C=C(\C#N)c3nc4ccccc4o3)cc2)nc(OC)n1
→ 0.6, 0.0, 4.8, -7.9, -1.8, 95.9, -14.7, 7.8, 2.1
> COc1ccc(/C=C/C(=O)NC(=S)Nc2ccc(C(=O)O)cc2)cc1
→ -2.5, 0.1, 6.0, 0.0, 0.2, 123.7, -0.9, 7.2, 4.8
> O=S(=O)(O)c1ccc(N=Nc2ccccc2)cc1
→ -2.6, 0.1, 2.2, -2.9, -0.8, 109.8, -5.6, 7.3, 10.6
> COc1cccc(/C=C2/NC(=O)N(CC(=O)Nc3ccc(C)cc3)C2=O)c1OCc1cccc(C(=O)O)c1
→ -0.9, -0.2, 0.9, -0.4, 8.9, 99.2, 5.0, -0.6, -3.9
